# Assay outcomes: PubChem, several laboratories
# Alkaline phosphatase – human TNAP enzyme inhibitors, biochemical, luminescent (AID 518); purified TNAP enzyme, luminescent substrate readout; higher % means a stronger effect; actives 0.09% (n = 64,000); one-dose inhibition, % at 20 µM; IC50 in µM for titrated hits; in the data active = a potency from the dose series; inactive = the rest, 99 in 100 with inhibition below about 22%;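 also: plate controls were vehicle for no effect and reference inhibitor for full effect; many of its hits are not listed in these tables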
# Bfl-1 displacement – displacement of Bid BH3 peptide from Bfl-1 – biochemical, fluorescence polarization, FITC-Bid, mouse, primary screen (AID 432) | FITC-Bid BH3 peptide fluorescence polarization displacement; higher % means a stronger effect | one-dose displacement, % at 20 µM; IC50 in µM for titrated hits | actives 0.02% (n = 64,000); in the data active = a potency from the dose series; inactive = the rest, 99 in 100 with displacement below about 15%; also: strong numbers were not always called active
# LYP phosphatase – inhibition of human PTPN22 tyrosine phosphatase – biochemical, DiFMUP fluorescence, recombinant catalytic domain, 10 µM, primary screen (AID 606); 52,000 tested, under 10 active; one-dose inhibition, % at 10 µM; IC50 in µM for titrated hits; recombinant LYP catalytic domain, DiFMUP fluorescence; higher % means a stronger effect;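 active = IC50 under 40 µM in the dose-response test; inactive = IC50 of 40 µM or more, or never dose-tested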
# DPM-DC inhibit – S. pneumoniae DPM-DC inhibition; AID 556; purified DPM-DC, PK/LDH coupled NADH fluorescence; actives 0.49% (n = 65,000); calls only at 10 µM;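 active = the 320 compounds with the highest percent inhibition in the single-dose primary screen, excluding strongly autofluorescent ones, cut at about 32% in these data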;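 also: kinetic rate of NADH fluorescence loss reporting ADP formed by the decarboxylase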
# MK inhibit – blocks S. pneumoniae mevalonate kinase. purified MK, PK/LDH-coupled NADH absorbance 340 nm. inhibition, % at 10 µM. actives 0.48% (n = 65,000). AID 555;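 active = ranked among the strongest by inhibition in the single 10 µM screen, a fixed top-ranked set picked for dose follow-up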; also: no value below 0 was filed
# HPDE-C7K KRASV12 – viability loss of HPDE-C7K cells – cell-based, fluorescence, HTS, primary screen (AID 431); HPDE-C7K KRASV12 cells, Alamar Blue viability, 48 h; higher % means a stronger effect; cytotoxicity, % at 10 µM, or EC50 in µM where a hit was titrated; actives 1.7% (n = 63,000);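 active = compounds whose percent cytotoxicity in the single-dose primary screen, scaled between solvent and toxic-drug controls, exceeds 50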;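 also: 0% = DMSO solvent wells and 100% = doxorubicin-treated wells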
# PMK inhibit – S. pneumoniae PMK inhibition; inhibition, % at 10 µM; actives 0.49% (n = 65,000); purified PMK, PK/LDH-coupled NADH absorbance 340 nm;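 active = top-ranked compounds by inhibition in the single 10 µM screen, taking a fixed number of the strongest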;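 also: 0% = full reaction with DMSO carrier and 100% = background rate without enzyme reaction; no value below 0 was filed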
# HT1080 viability – HT1080 cell viability loss – fluorescence readout (AID 620); one-dose cytotoxicity, % at 10 µM; EC50 in µM for titrated hits; actives 0.42% (n = 87,000); HT1080 viability, fluorescence; higher % means a stronger effect;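 also: cells exposed to compound overnight then 4 h with Alamar Blue; 0% = vehicle DMSO and 100% = killing control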
# HPDE-C7 cytotoxicity – cytotoxicity in HPDE-C7 cells, cell-based, fluorescence, HTS (AID 430). HPDE-C7 pancreatic duct cells viability, fluorescence; higher % means a stronger effect. one-dose cytotoxicity, % at 10 µM; EC50 in µM for titrated hits. actives 1.8% (n = 63,000);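 also: cells exposed to compound for 48 hours before viability readout; 0% = vehicle and 100% = reference cytotoxic drug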
# PMK inhibit pilot replicates – also measured in PMK inhibit; calls as there; inhibition, %; measured here: pilot screen replicates
# MK inhibit pilot replicates – second read-out of MK inhibit, no call of its own (marks repeat the call); inhibition, %; measured here: pilot screen replicates
# DPM-DC inhibit pilot screen % – further read-out of DPM-DC inhibit, marked with its call; inhibition, %; measured here: pilot screen trials
# The depositor's hits bear a star; i = inactive; · = not tested or not shown; & = joins results of further samples. Rule as the data show it, unless noted: active = cytotoxicity above about 50%; inactive = the rest.
SMILES,Alkaline phosphatase,Bfl-1 displacement,LYP phosphatase,DPM-DC inhibit,MK inhibit,HPDE-C7K KRASV12,PMK inhibit,HT1080 viability,HPDE-C7 cytotoxicity,others
O=C(c1ccc2c(c1)OCO2)N(c1ccc(Cl)cc1)C1C=CS(=O)(=O)C1 (configuration not stated),4%,-6%,12%,i,11,0%,10,2%,-2%,
C=CCn1c(SCCCC)nc(O)cc1=O,8%,0%,5%,i,7,2%,15,-5%,-8%,
CN1CCN(S(=O)(=O)c2ccc(NC(=O)c3csc4ccccc34)cc2)CC1,16%,8%,10%,i,1,2%,7,10%,13%,
O=C(Cn1cccc1)N1CCN(c2ccc(F)cc2)CC1,3%,1%,1%,i,10,6%,0,-4%,5%,
CCN1CCN(c2cc(C)c3cc(NC(=O)c4ccncc4)ccc3n2)CC1,3%,2%,5%,i,3,2%,2,0%,9%,
O=C(NC1CCCC1)C(c1cccs1)N(CC1CCCO1)C(=O)Cc1cccs1 (configuration not stated),6%,4%,-11%,i,12,-20%,13,4%,-12%,
COC(=O)c1cc2occc2n1CC(=O)Nc1cc(OC)cc(OC)c1,11%,-6%,-7%,i,6,4%,14,12%,5%,
Cn1c(Cn2cnc3ccccc32)nc2ccccc21,8%,0%,8%,i,3,-4%,2,1%,12%,
COc1cc(OC)c(C2SCCN2S(=O)(=O)c2ccc(F)cc2)cc1OC (configuration not stated),4%,-3%,·,i,10,-12%,0,-2%,-13%,
O=C(Nc1ccc(Cl)c(C(F)(F)F)c1)N1CCCC(O)C1 (configuration not stated),20%,-3%,13%,i,0,10%,12,-7%,14%,PMK inhibit pilot replicates=2.0;MK inhibit pilot replicates=0.5;DPM-DC inhibit pilot screen %=0.5
CCC(Sc1nc(N)cc(=O)[nH]1)C(=O)NC(C(=O)OC)c1ccccc1 (configuration not stated),12%,-1%,·,i,13,3%,2,11%,1%,
Cc1cc(C)cc(N(CC(=O)NC2CC3CCC2C3)S(C)(=O)=O)c1 (configuration not stated),6%,-1%,10%,i,1,-6%,7,6%,-4%,
CC(C)N(C(=O)COC(=O)c1ccc(O)cc1)C(C)C,10%,-2%,·,i,6,-18%,10,0%,3%,PMK inhibit pilot replicates=3.5;MK inhibit pilot replicates=1.5;DPM-DC inhibit pilot screen %=1.0
COc1ccc(CN(C(=O)c2ccco2)C2CC(C)N(C)CC2C)cc1 (configuration not stated),8%,1%,1%,i,14,-2%,7,0%,-3%,
Cc1ccn2cc(CNC(=O)c3ccc(Br)o3)nc2c1,3%,0%,-9%,i,12,10%,4,·,8%,
CC(SC1CCCC1)C(=O)Nc1ccnn1C(C)C (configuration not stated),3%,4%,·,i,9,14%,0,-5%,-4%,
Cc1ccc(C)c(-n2nnnc2SCC(=O)c2ccc3c(c2)NC(=O)CO3)c1,12%,-3%,11%,i,3,12%,19,3%,7%,
CC1(C)Cc2c(C#N)c(N)sc(=S)c2CO1,25%,13%,2%,i,13,-14%,20,3%,-1%,
O=C(Nc1ccccn1)c1ccc(NC(=O)c2ccco2)cc1,10%,-8%,·,i,0,6%,13,8%,1%,
Cc1ccc(/C(COc2ccccc2O)=N\O)cc1,6%,2%,·,i,1,16%,5,4%,5%,
COc1ccc2c(c1)Cc1sc(NC(C)=O)nc1-2,11%,6%,17%,i,0,-23%,1,26%,-16%,
Cc1cc(C)n(-c2cc(=O)n(C)c(=O)n2C)n1,5%,-1%,2%,i,0,0%,0,1%,-8%,
Cc1nc(C)c(C(=O)C2=C(O)C(=O)N(CCN3CCOCC3)C2c2cccnc2)s1 (configuration not stated),7%,4%,10%,i,3,10%,14,3%,-13%,PMK inhibit pilot replicates=5.5;MK inhibit pilot replicates=0.0;DPM-DC inhibit pilot screen %=5.0
COc1cc(CN(C)CCc2ccccn2)cc(OC)c1OC,4%,-1%,6%,i,52*,-7%,15,-1%,-4%,
CCC(Oc1ccccc1)C(=O)N1CCN(c2ccccn2)CC1 (configuration not stated),-6%,1%,-7%,i,15,-22%,6,2%,-14%,
COc1ccc(C2C(C#N)=C(C)NC3=C2C(=O)CC(C)(C)C3)c(OC)c1 (configuration not stated),10%,-6%,6%,·,3,-12%,10,0%,-12%,PMK inhibit pilot replicates=2.5;MK inhibit pilot replicates=0.5
CCCCn1nnnc1NCc1cccnc1,3%,-2%,9%,i,8,2%,5,-3%,5%,
O=C1c2ccccc2C(=O)N1CC#CCN1CCN(C2CCCCC2)CC1,12%,-1%,15%,i,12,-4%,2,-2%,3%,
CC1CN(C(=O)c2cc(S(=O)(=O)N3CCCC3)c(Cl)cc2Cl)CC(C)O1 (configuration not stated),2%,-3%,-17%,i,4,-20%,5,-8%,-14%,
COc1cccc2cc(C(=O)C3=C(O)C(=O)N(CCN4CCOCC4)C3c3cccs3)oc12 (configuration not stated),6%,-2%,1%,i,1,20%,8,1%,19%,
C/C=C/c1ccc(Oc2nnnn2-c2ccc(C(=O)O)cc2)c(OC)c1,18%,6%,11%,i,14,-11%,4,·,-1%,
O=C(CN1CCC(C(=O)c2ccc(Cl)cc2)CC1)Nc1ccc2c(c1)OCCO2,7%,-1%,·,i,0,6%,17,5%,1%,
CCOC(=O)c1csc(NC(=O)C2CCCCC2)n1,17%,-12%,10%,i,4,1%,0,-6%,-1%,PMK inhibit pilot replicates=6.0;MK inhibit pilot replicates=0.0;DPM-DC inhibit pilot screen %=0.0
O=C(c1nn2c(C(F)(F)F)cc(-c3ccc(F)cc3)nc2c1Cl)N1CCOCC1,17%,-7%,3%,i,9,-34%,3,-6%,-20%,
CCOC(=O)C1=C(C)NC(=O)NC1c1cc(Br)c(O)c(OC)c1 (configuration not stated),·,·,-2%,i,10&7,·,8&0,-2%,·,
Cc1ccc(S(=O)(=O)c2nc(-c3ccccc3)oc2NCc2cccnc2)cc1,10%,-2%,-1%,i,10,20%,15,30%,26%,
CCN(CC)S(=O)(=O)c1cccc(-c2nnc(SCc3nnc(-c4cccs4)o3)n2N)c1,7%,0%,2%,i,14,3%,7,-2%,-25%,
CCCCC(=O)Nc1cccc(NC(=O)c2ccc3c(c2)OCO3)c1,-6%,-29%,-1%,i,9,-26%,0,4%,-10%,
Cc1c(C(=O)NCc2cccnc2)sc2ncn(CC(=O)N3CCCCC3C)c(=O)c12 (configuration not stated),18%,-2%,3%,i,5,12%,16,2%,5%,PMK inhibit pilot replicates=4.0;MK inhibit pilot replicates=1.0;DPM-DC inhibit pilot screen %=0.0
Cc1ccc(C(=O)N2CCOCC2)cc1S(=O)(=O)Nc1cccc(C)c1C,14%,-6%,12%,i,8,-5%,5,3%,-2%,
C(=N\n1cnnc1)/c1ccc2c(c1)OCO2,6%,-5%,·,i,0,-8%,0,-2%,-4%,
CCn1c(SCC(=O)N2CCC(C(N)=O)(N3CCCCC3)CC2)nnc1-c1ccccc1,·,·,1%,i,9,·,7,7%,·,
c1ccc(-n2nnnc2SCc2cccc3nsnc23)cc1,6%,-4%,·,i,0,2%,10,0%,-3%,
Cc1ccccc1N(C(=O)CCC(=O)Nc1ccccn1)C(C(=O)NC(C)C)c1ccc(O)cc1 (configuration not stated),2%,5%,·,i,0,-2%,20,18%,1%,
COc1ccccc1-n1c(=O)[nH]c2c(C(N)=O)nc(C3CCCCC3)nc21,5%,-2%,-1%,i,9,10%,4,-6%,2%,
COc1ccc(Cn2c(C3CC3)nc3ccc(NC(=O)C4CC4)cc3c2=O)cc1,-4%,-11%,2%,i,4,-26%,9,35%,-20%,
Cc1ccc2nc(-c3ccc(SCC(=O)Nc4cc(C)on4)nc3)[nH]c2c1,10%,-7%,9%,i,8,-37%,13,4%,-18%,
CCCCOc1ccc(C(=O)Nn2cnnc2)cc1,5%,7%,·,i,2,-19%,7,2%,-20%,PMK inhibit pilot replicates=1.0;MK inhibit pilot replicates=0.0;DPM-DC inhibit pilot screen %=0.5

# Structural class: those above containing an aryl thioether with sulfur outside any ring (7)
SMILES,Alkaline phosphatase,Bfl-1 displacement,LYP phosphatase,DPM-DC inhibit,MK inhibit,HPDE-C7K KRASV12,PMK inhibit,HT1080 viability,HPDE-C7 cytotoxicity,others
C=CCn1c(SCCCC)nc(O)cc1=O,8%,0%,5%,i,7,2%,15,-5%,-8%,
CCC(Sc1nc(N)cc(=O)[nH]1)C(=O)NC(C(=O)OC)c1ccccc1 (configuration not stated),12%,-1%,·,i,13,3%,2,11%,1%,
Cc1ccc(C)c(-n2nnnc2SCC(=O)c2ccc3c(c2)NC(=O)CO3)c1,12%,-3%,11%,i,3,12%,19,3%,7%,
CCN(CC)S(=O)(=O)c1cccc(-c2nnc(SCc3nnc(-c4cccs4)o3)n2N)c1,7%,0%,2%,i,14,3%,7,-2%,-25%,
CCn1c(SCC(=O)N2CCC(C(N)=O)(N3CCCCC3)CC2)nnc1-c1ccccc1,·,·,1%,i,9,·,7,7%,·,
c1ccc(-n2nnnc2SCc2cccc3nsnc23)cc1,6%,-4%,·,i,0,2%,10,0%,-3%,
Cc1ccc2nc(-c3ccc(SCC(=O)Nc4cc(C)on4)nc3)[nH]c2c1,10%,-7%,9%,i,8,-37%,13,4%,-18%,
